Assay outcomes (PubChem)
ADAM17 inh – inhibits human ADAM17 | P78536 | recombinant ADAM17, EDANS/DABCYL FRET peptide cleavage | inhibition, % at 6.95 µM | 0.83% of 370,000 active;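 active means inhibition above the mean of compounds lying between control limits plus 3 SD, set per campaign, cut at about 8.5% in these data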;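 further: 0% = DMSO-only wells as the low control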
Target sequence (P78536 215-824 limits assumed): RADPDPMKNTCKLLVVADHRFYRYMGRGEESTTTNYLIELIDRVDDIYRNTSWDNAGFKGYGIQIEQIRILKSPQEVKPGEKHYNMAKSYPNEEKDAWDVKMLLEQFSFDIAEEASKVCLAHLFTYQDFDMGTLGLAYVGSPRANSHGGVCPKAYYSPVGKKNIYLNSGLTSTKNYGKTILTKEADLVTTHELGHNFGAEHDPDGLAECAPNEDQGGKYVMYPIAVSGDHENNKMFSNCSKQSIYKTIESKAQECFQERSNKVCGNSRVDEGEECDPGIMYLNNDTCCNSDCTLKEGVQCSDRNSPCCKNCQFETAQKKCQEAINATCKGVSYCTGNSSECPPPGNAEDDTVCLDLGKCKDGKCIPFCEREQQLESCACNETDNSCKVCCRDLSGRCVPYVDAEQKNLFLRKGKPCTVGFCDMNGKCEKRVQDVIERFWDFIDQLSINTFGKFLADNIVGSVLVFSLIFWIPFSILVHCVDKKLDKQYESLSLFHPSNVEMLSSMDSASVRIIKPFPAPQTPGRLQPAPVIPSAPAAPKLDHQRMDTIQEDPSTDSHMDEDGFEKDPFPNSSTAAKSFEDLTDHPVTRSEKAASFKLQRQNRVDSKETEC
DAX1 inh-1 – inhibitors of human orphan nuclear receptor DAX1 (NR0B1). P51843. HEK293 Gal4-DAX1 luciferase reporter, luminescence. inhibition, % at 6.75 µM. 0.99% of 340,000 active. AID 504766;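 active means inhibition above the mean over all tested compounds plus 3 SD, cut at about 4.2% in these data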;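 further: 0% = DAX1-transfected cells with DMSO and 100% = empty-vector control cells with DMSO; inhibition shows as a rise in luminescence from relieved DAX1 repression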
Target sequence (P51843 207-470 limits assumed): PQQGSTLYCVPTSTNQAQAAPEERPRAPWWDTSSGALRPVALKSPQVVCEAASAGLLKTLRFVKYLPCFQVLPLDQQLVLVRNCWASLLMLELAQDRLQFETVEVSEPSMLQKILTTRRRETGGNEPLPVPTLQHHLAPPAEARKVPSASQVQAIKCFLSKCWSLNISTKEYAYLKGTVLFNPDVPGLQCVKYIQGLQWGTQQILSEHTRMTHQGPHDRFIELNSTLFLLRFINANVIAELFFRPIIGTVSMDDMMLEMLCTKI
hcDAF12 agonist – activators of H. contortus DAF-12 nuclear receptor; 1.4% of 370,000 active; AID 652067; activation, % at 6.8 µM; HEK293 hcDAF-12 lit1-tk-luc reporter, luminescence; 0% DMSO, 100% Δ7-dafachronic acid;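 active means activation above the mean of all tested compounds plus 3 SD, cut at about 5.5% in these data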;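 further: 100% = response to 3 µM Δ7-dafachronic acid high control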
GAA850 FXN act – frataxin GAA850 promoter activation; HEK293 lucGAA850 FXN promoter luciferase reporter, 24 h; percent of 10 µM SAHA response; activation, % at 6 µM; 0.56% of 360,000 active;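 active means activation above the average of all compounds screened plus 3 SD, cutoff fixed separately per campaign, cut at about 7.5% in these data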;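 further: 0% = DMSO wells and 100% = 10 µM SAHA wells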
DAX1 inh-2 – DAX1 (NR0B1) inhibition, primary screen. HEK293T StAR-luciferase reporter, SF-1/DAX-1 repression relief. AID 652010. inhibition, % at 6.8 µM. 1.1% of 370,000 active;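 active means inhibition above the mean over all tested compounds plus 3 SD, cut at about 3.6% in these data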;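 further: 0% = DAX-1 cells with DMSO and 100% = cells lacking DAX-1 with DMSO; higher inhibition means more luminescence from relief of DAX-1 repression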
SMARCA2 activ – activators of SMARCA2 function; 1% of 370,000 active; MG213 cells, MMTV-luciferase reporter, dexamethasone, overnight; activation, % at 9.1 µM; in the data active means activation above about 7.8%;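 further: 0% = vehicle wells and 100% = reference activator wells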
ssDAF12 agonist – activators of S. stercoralis DAF-12 nuclear receptor; HEK293 ssDAF-12/GRIP1 lit1-tk-luc reporter, luminescence; % of 3 µM dafachronic acid response; AID 652126; 1% of 370,000 active; activation, % at 6.8 µM;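 active means activation above the mean over all tested compounds plus 3 SD, cut at about 0.9% in these data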;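 further: 0% = DMSO-only wells and 100% = 3 µM delta7-dafachronic acid wells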
ADAM10 inh – inhibitors of human ADAM10; O14672; recombinant ADAM10, EDANS/DABCYL FRET peptide cleavage, 3 h; inhibition, % at 7 µM; 0.62% of 370,000 active; AID 720582;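 active means inhibition above a per-campaign cutoff equal to the mean of compounds falling between control-based bounds plus 3 SD, cut at about 20% in these data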;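 further: 0% = DMSO wells while the 100% control is not disclosed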
GC-A act – GC-A (human) enzyme activation. 0.14% of 370,000 active. P16066. AID 1671463. HEK293 GC-A cells, cGMP TR-FRET, EC30 ANP; 0% at EC30 ANP, 100% saturating ANP. activation, % at 10 µM; in the data active means activation above about 40%
hgDAF-12 ag – activates the H. glycines DAF-12 receptor ligand-binding domain; AID 687014; 1.8% of 370,000 active; HEK293 GAL4-hgDAF12 UAS-luciferase reporter, agonist luminescence; normalized to butyrate control; activation, % at 6.8 µM;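 active means activation above a cutoff set at the mean of all screened compounds plus 3 SD, cut at about 10% in these data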;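 further: 0% = DMSO wells and 100% = sodium butyrate wells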
PG9 binder – PG9 antibody binding by small molecule; TR-FRET gp120-PG9 antibody binding; inhibition, % at 6.7 µM; 0.43% of 360,000 active; AID 624416; in the data active means inhibition above about 8.5%
* marks the source's active call; other numbers are inactive results; i = inactive; nt = no result given.

molecule	ADAM17 inh	DAX1 inh-1	hcDAF12 agonist	GAA850 FXN act	DAX1 inh-2	SMARCA2 activ	ssDAF12 agonist	ADAM10 inh	GC-A act	hgDAF-12 ag	PG9 binder
CCN(CC)S(=O)(=O)c1ccc2[nH]c(=O)cc(C(=O)Nc3ccccc3N3CCCC3)c2c1	4	-0.3	-1.4	1.7	0.4	-4	-1.4	-11	-2	-2.8	-2.7
CCN1C(=O)[C@H]2[C@@H](c3ccc(-c4ccccc4)cc3)N[C@@](CC(C)C)(C(=O)OC)[C@H]2C1=O	-1	0.9	-0.8	-0.2	-0.2	0	-1.2	-4	1	-0.4	-0.6
CN1C(=O)C(O)(c2sc(N)nc2-c2ccccc2)c2ccccc21 (stereo not given)	-2	1.7	3.2	-1.4	1.0	4	-0.1	7	-2	4.0	-2.5
COc1cc([N+](=O)[O-])ccc1NC(=O)Oc1ccc(NC(C)=O)cc1	1	0.6	-1.4	2.5	0.2	-1	-1.3	3	-2	0.0	-1.6
COc1ccc(C2Nc3ccccc3C(=O)N2Cc2ccccc2)cc1Cn1nnc2ccccc21 (stereo not given)	-209	-1.0	-3.6	-2.6	-0.2	-4	-2.4	i	-12	-3.9	-1.9
Cc1ccc(N2C(=O)NC(NC(=O)C(C)(C)C)(C(F)(F)F)C2=O)cc1 (stereo not given)	-1	0.0	-1.2	2.2	0.6	-4	-0.3	-5	3	0.6	0.3
O=C(CSc1ccc(-c2cccc([N+](=O)[O-])c2)nn1)N1CCCCCC1	1	1.5	-2.2	-0.1	-1.1	-4	-1.4	-13	1	-4.3	-0.3
COc1ccc(-c2nnc(SCc3ncc(-c4ccccc4)o3)o2)cc1	1	0.5	0.1	-0.2	-0.5	-2	-1.5	-10	-8	4.6	-0.5
Cc1noc(C)c1COC(=O)C(c1ccccc1)c1ccccc1	1	-0.6	0.1	1.2	-0.7	0	-1.6	-4	-10	1.0	1.3
CCOC(=O)C1=CN(Cc2cccc(F)c2)S(=O)(=O)NC1CCc1ccccc1 (stereo not given)	12*	-1.0	-2.1	-1.7	-0.6	-3	-1.0	21*	-1	-4.5	0.2
Cn1c(C(=O)N2CCCC(C(=O)NCc3ccc4c(c3)OCO4)C2)cc2sccc21 (stereo not given)	2	0.6	-1.8	0.6	-2.0	-2	-1.6	3	-5	-1.1	-0.3
COc1cccc(Nc2nc3ccc(C(=O)c4ccccc4)cc3n3cnnc23)c1	-3	3.4	-0.4	0.5	-1.2	4	-1.3	12	1	3.3	1.2
COc1ccc(C(=O)NC2CCN(CC(=O)NCc3ccccc3F)CC2)cc1	-1	0.0	-1.5	-0.3	-0.4	-2	-1.2	-4	4	1.8	-0.9
CCN(c1ccccc1)S(=O)(=O)c1ccc(OC)c(NC(=O)CNCC(C)O)c1 (stereo not given)	1	-1.7	0.0	3.2	-0.3	-4	-1.0	-1	2	-5.4	1.9
O=C(NC1CCCCC1)C(c1cccnc1)N(C(=O)c1ccc(Cl)nc1)C1CCCCC1 (stereo not given)	-1	0.6	-1.4	-0.1	-0.8	7	1.7*	2	-4	1.1	-1.7
CN(Cc1ccccc1)S(=O)(=O)c1ccc(OCC(=O)NCc2ccccn2)cc1	0	-1.5	-1.1	-1.4	-0.4	2	-1.1	2	0	-1.7	-0.6
O=c1[nH]n2c(=O)c3c([nH]c2c1N=Nc1cccc(Cl)c1)CCC3	8	-1.5	1.1	0.0	-0.1	-4	-0.8	20	-7	0.3	-9.3
O=C(CCN1C(=O)C2CC=C(Cl)CC2C1=O)Nc1ccccc1O (stereo not given)	2	1.2	-0.2	2.5	1.3	-1	-1.1	-2	2	-0.2	-1.0
Nc1ccc2nc(-c3cccc(-c4nc5ccc(N)cc5[nH]4)c3)[nH]c2c1	-5	-1.3	-1.9	-0.5	0.1	0	-1.0	0	-11	-1.0	-13
Cc1csc(SCC(=O)Nc2nncs2)n1	-2	-0.3	-1.0	-0.1	-0.1	0	-0.4	-1	2	1.6	-1.3

molecule	ADAM17 inh	DAX1 inh-1	hcDAF12 agonist	GAA850 FXN act	DAX1 inh-2	SMARCA2 activ	ssDAF12 agonist	ADAM10 inh	GC-A act	hgDAF-12 ag	PG9 binder
CC(C)n1ncc2c(C(=O)N3CCN(c4ccc(F)cc4)CC3)cc(-c3ccccc3)nc21	2	0.3	-0.4	0.9	0.7	4	-0.7	-17	6	-1.3	-1.5
COc1ccc(N=C2NN=C(c3ccc4c(c3)OCCO4)CS2)cc1	-1	0.1	1.5	-1.4	0.3	0	-1.6	0	0	2.3	-1.5
Cc1ccc(S(=O)(=O)NCCC(=O)Nc2cccc(S(N)(=O)=O)c2)cc1C	-2	-0.5	-1.3	0.5	0.1	-2	-0.8	2	-1	1.8	0.9
COc1ccc(/C=C2\SC(=S)N(CCCC(=O)N3CCOCC3)C2=O)cc1	0	0.0	-4.4	-5.6	-0.5	-5	-1.3	-3	0	-7.0	-3.5
Cc1nc2ccc(Br)cc2c(-c2ccccc2)c1C(=O)O	4	1.5	2.2	2.4	0.9	-2	-1.0	11	44*	-1.4	55*
COc1cccc(/C=C/C(=O)NNC(=O)c2cc(C)oc2C)c1	-11	1.5	-1.2	1.3	1.9	2	-0.6	-32	-2	0.6	-3.9
COc1ccc(C(=O)NNC(=O)C2CCN(S(=O)(=O)c3ccc(C)cc3)CC2)cc1	-4	1.1	-1.5	-0.6	-0.1	-1	-1.0	2	-1	2.1	-2.1
CC1CCCCN1Cc1ccc(-c2nn[nH]n2)cc1 (stereo not given)	-4	1.9	-2.0	-0.9	0.2	0	-1.1	0	1	-0.4	-0.4
CC(C)CN1C(=O)c2ccc(C(=O)Nc3ccc(O)cc3C(=O)O)cc2C1=O	0	0.4	1.6	1.3	0.1	-2	-1.9	-6	-2	0.1	-0.9
Cc1ccc(S(=O)(=O)CCC(=O)OCC(=O)c2ccc(C)c(C)c2)cc1	-3	1.6	0.0	1.0	0.1	1	-1.6	-4	2	1.1	-0.2
CC(=O)N1c2ccc(S(=O)(=O)N3CCC(C(=O)N4CCN(c5ccccc5F)CC4)CC3)cc2CC1C (stereo not given)	-2	-0.3	-1.2	1.4	-3.2	-1	-1.8	0	2	-2.9	-2.0
Cc1ccc(NC(=O)Cn2c(=O)oc3ccccc32)cc1	-6	-1.1	-0.7	3.1	-1.1	-1	-1.4	-6	4	-2.9	-0.8
COc1ccc(C2c3c(oc4ccccc4c3=O)C(=O)N2c2ccccn2)cc1OC (stereo not given)	-6	-0.2	0.8	0.4	0.4	-2	-0.3	-15	-3	0.3	-1.1
O=C(CCc1ccccc1)NNC(=O)c1ccccn1	-4	-0.9	-2.0	1.0	-0.8	-6	-1.4	-5	-2	-0.9	0.6
Cc1noc(C)c1C(=O)N1CCN(Cc2ccc3c(c2)OCO3)CC1	-6	-0.8	-1.5	-0.7	-0.1	-3	-1.7	-10	0	-1.1	0.4
CC1CCC2(CC1)NC(=O)N(Cc1nnc(-c3cccs3)o1)C2=O (stereo not given)	-10	-0.9	-0.2	1.4	0.0	-2	-0.9	-3	-5	3.8	-0.2
CC1Nc2nc(NC(=O)C(C)(C)C)[nH]c(=O)c2N(C)C1C (stereo not given)	-14	0.4	-1.1	0.4	0.1	0	-1.8	-49	-2	-0.4	-0.4
COc1ccc(CCNC(=O)c2c(O)c3c([nH]c2=O)CCCC3)cc1OC	-1	-0.5	-0.6	1.0	-0.1	-4	-0.9	-6	1	-0.7	0.9
NNC(=O)Cn1nc2n(c1=O)-c1ccccc1SC2	0	0.2	-1.9	1.5	0.2	0	-2.0	1	2	-2.6	-1.3
Cc1nn(Cc2cccc(F)c2)c(C)c1NC(=O)c1ccc(COc2ccccc2Cl)cc1	8	-2.8	-4.1	-1.7	-1.4	-9	-2.5	19	22	-5.5	-1.2

molecule	ADAM17 inh	DAX1 inh-1	hcDAF12 agonist	GAA850 FXN act	DAX1 inh-2	SMARCA2 activ	ssDAF12 agonist	ADAM10 inh	GC-A act	hgDAF-12 ag	PG9 binder
COc1ccc(-n2c(SCC(=O)O)nc3sc4c(c3c2=O)CCC4)cc1	-2	0.7	0.7	1.5	1.0	0	-0.9	1	-2	7.0	-1.0
CCCCNC(=O)O[C@H]1CC[C@@]23CCCN2C(=O)CCC[C@H]3[C@H]1C	-4	nt	-0.9	nt	nt	nt	-0.9	-2	1	-2.6	nt
COc1ccc(-n2nc3c(c2NC(=O)COc2ccccc2)CS(=O)C3)cc1 (stereo not given)	-2	-0.3	-0.6	1.8	2.1	-1	-1.2	-1	-1	2.7	3.0
CCOC(=O)C1CCN(C(=O)Cn2nc(C)n3c(cc4cc(F)ccc43)c2=O)CC1	-5	-0.2	-0.2	-0.6	-0.2	-4	-0.7	-20	5	-3.1	-0.2
CCN(CC)C(=O)CC[C@H]1CC[C@]2(CCCN(Cc3cccs3)C2)O1	-1	nt	-1.2	nt	-0.2	-3	-1.3	0	1	-0.1	nt
CCCC(=O)Nc1ccc(Cl)c(NC(=O)CC)c1	-7	-0.6	-0.7	0.8	0.3	0	-1.2	-5	2	0.6	-0.7
Cc1cc(C(=O)Nc2ccc(Br)cc2)c2ccccc2n1	-2	1.8	-0.9	-1.2	0.0	-2	-0.8	6	6	-1.5	-1.0
O=C(CSc1nccn(-c2ccc(Br)cc2)c1=O)NCc1ccccc1	-37	-0.5	-0.4	-0.5	0.4	2	-1.5	-112	-1	-1.3	0.1
CC1CCN(CC(O)COc2ccc(OCC(O)CN3CCC(C)CC3)cc2)CC1 (stereo not given)	-2	0.9	-0.7	0.8	0.4	3	-0.2	3	-1	0.3	-4.2

Part of the list above in a different format.
Cc1cc(C(=O)Nc2ccc(Br)cc2)c2ccccc2n1
  ADAM17 inh: -2
  DAX1 inh-1: 1.8
  hcDAF12 agonist: -0.9
  GAA850 FXN act: -1.2
  DAX1 inh-2: 0.0
  SMARCA2 activ: -2
  ssDAF12 agonist: -0.8
  ADAM10 inh: 6
  GC-A act: 6
  hgDAF-12 ag: -1.5
  PG9 binder: -1.0

COc1ccc(-n2nc3c(c2NC(=O)COc2ccccc2)CS(=O)C3)cc1 (stereo not given)
  ADAM17 inh: -2
  DAX1 inh-1: -0.3
  hcDAF12 agonist: -0.6
  GAA850 FXN act: 1.8
  DAX1 inh-2: 2.1
  SMARCA2 activ: -1
  ssDAF12 agonist: -1.2
  ADAM10 inh: -1
  GC-A act: -1
  hgDAF-12 ag: 2.7
  PG9 binder: 3.0
